LMPTP block: LMPTP phosphatase inhibitors, primary screen, biochemical, fluorescence intensity, uHTS. Low molecular weight phosphotyrosine protein phosphatase (Homo sapiens), P24666. recombinant LMPTP-A, OMFP fluorogenic substrate. inhibition, % at 20 µM. 360,000 tested, 0.22% active;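 active = compounds that cut the enzyme signal by at least half of the control window in the single-dose screen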;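 note: plate controls were DMSO wells with enzyme plus substrate for no effect and substrate without enzyme for full effect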
Target sequence (P24666 whole entry, looked up): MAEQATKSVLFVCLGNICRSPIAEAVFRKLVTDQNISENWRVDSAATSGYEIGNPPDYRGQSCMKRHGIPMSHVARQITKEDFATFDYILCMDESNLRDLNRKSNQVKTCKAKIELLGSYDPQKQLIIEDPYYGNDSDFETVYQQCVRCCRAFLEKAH
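Assay system: LMPTP-A, protein tyrosine phosphatase of low molecular weight / Medium: pH 6.0 Bis-Tris buffer with DTT and Triton X-100 / Schedule: 50 min enzyme reaction at room temperature, protected from light / Measured by: endpoint fluorescence intensity from OMFP dephosphorylation / Read-out basis: % inhibition relative to no-enzyme and uninhibited control wells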
Neddyl block: inhibitors of cullin neddylation, primary screen, biochemical, TR-FRET, uHTS, NAE and Ubc12; calls only at 25 µM; NEDD8-conjugating enzyme Ubc12 (Homo sapiens) + NEDD8-activating enzyme E1 regulatory …; 360,000 tested, 0.58% active; AID 651699, 2012; in the data active = inhibition above about 36%
Rpn11 block: Rpn11 (PSMD14) deubiquitinase inhibitors, primary screen, biochemical, fluorescence polarization, uHTS; calls only at 20 µM; human 26S proteasome, Ub4-pepOG fluorescence polarization; 20S core pre-blocked with epoxomicin; 360,000 tested, 0.59% active;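 active = inhibition at 20 µM, scaled to each plate's controls, above about 33%, limit read from the data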
CSN inh: inhibitors of CSN-mediated cullin deneddylation, primary screen, biochemical, fluorescence polarization, uHTS; Purified CSN, SCF-Nedd8-OG deneddylation; 360,000 tested, 0.38% active; COP9 signalosome complex subunit 5 (Homo sapiens), Q92905; inhibition, % at 12.5 µM; AID 651999, 2013;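 active = pattern-corrected inhibition above about 35%, with an unprinted fluorescence ratio check between 0.5 and 1.5, limit read from the data, passing the limit was not always enough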;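 note: 0% = enzyme with substrate and 100% = substrate without enzyme; some results filed as inactive read as strong as hits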
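test system = HEK293T-derived human Csn5 enzyme | amount = 0.24 nM Csn5 enzyme, final concentration | medium = Tris/NaCl/DTT buffer, pH 7.5 | schedule = 90 min reaction at room temperature | signal = FP | evaluation = inhibition of Csn5 cleavage, % | compound dosing = single dose of 12.5 µM compound with 0.25% DMSO | probe or stimulus = 10 nM SCFSkp2-Nedd8OG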
Rin1 Abl inh: inhibitors of Rin1-Abl protein binding, primary screen, biochemical, TR-FRET; Tyrosine-protein kinase ABL1 (Homo sapiens) + Ras and Rab interactor 1 (Homo sapiens), …; 360,000 tested, 0.4% active; inhibition, % at 7.35 µM; AID 588664, 2011; in the data active = inhibition above about 5%, passing the limit was not always enough
SUMO1-SIM PPI: modulators of SUMO1 protein-protein interactions, primary screen, biochemical, uHTS; AID 602429, 2012; 360,000 tested, 0.33% active; inhibition, % at 20 µM; SUMO1 binding to a labelled peptide, TR-FRET, 1 h; in the data active = inhibition above about 37%
Target sequence (P63165 whole entry, looked up): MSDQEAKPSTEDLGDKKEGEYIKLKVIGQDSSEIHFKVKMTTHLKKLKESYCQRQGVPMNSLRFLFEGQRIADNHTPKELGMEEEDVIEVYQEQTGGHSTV
STEP block: STEP phosphatase inhibitors, primary screen, biochemical, fluorescence intensity, uHTS; recombinant STEP, OMFP fluorogenic substrate; Tyrosine-protein phosphatase non-receptor type 5 (Homo sapiens), P54829; inhibition, % at 20 µM; 360,000 tested, 0.25% active;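 active = inhibition at 20 µM, scaled per plate between control wells, above about 37%, limit read from the data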;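 note: 0% = DMSO with enzyme and substrate and 100% = substrate only without enzyme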
Target sequence (P54829 whole entry, looked up): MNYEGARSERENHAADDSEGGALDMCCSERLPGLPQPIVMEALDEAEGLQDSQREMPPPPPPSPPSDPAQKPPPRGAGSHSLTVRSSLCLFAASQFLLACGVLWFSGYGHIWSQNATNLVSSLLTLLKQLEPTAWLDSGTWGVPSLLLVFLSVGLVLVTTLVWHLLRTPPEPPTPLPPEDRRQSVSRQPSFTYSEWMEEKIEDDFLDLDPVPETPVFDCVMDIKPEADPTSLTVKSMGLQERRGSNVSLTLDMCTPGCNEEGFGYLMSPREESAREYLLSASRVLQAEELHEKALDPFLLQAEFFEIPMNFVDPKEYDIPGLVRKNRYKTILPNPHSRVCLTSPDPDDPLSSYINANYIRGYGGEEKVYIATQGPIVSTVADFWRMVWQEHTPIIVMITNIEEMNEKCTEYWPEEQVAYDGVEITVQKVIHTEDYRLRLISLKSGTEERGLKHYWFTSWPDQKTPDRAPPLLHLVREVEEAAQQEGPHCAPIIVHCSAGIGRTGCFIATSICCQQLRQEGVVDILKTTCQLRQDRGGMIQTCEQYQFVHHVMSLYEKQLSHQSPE
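Measure: Control-normalized % inhibition with plate pattern correction | Test system: STEP phosphatase, cell-free reaction | Medium: pH 6.0 Bis-Tris with DTT and Tween 20 | Technique: Fluorescence, 480/540 nm | Times: Reaction 20 min, ambient temperature | Doses: Single compound dose of 20 µM, 1% DMSO final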
NadD block: inhibitors of S. aureus NadD, primary screen, biochemical, colorimetric, uHTS | Nicotinate-nucleotide adenylyltransferase NadD (Staphylococcus aureus N315) | purified NadD enzyme, colorimetric absorbance read-out | inhibition, % at 20 µM | 360,000 tested, 0.78% active | AID 602399, 2012; in the data active = inhibition above about 26%; note: some compounds past the cut are filed as inactive
Scp-1 inhibitor: Scp-1 phosphatase inhibitors, primary screen, biochemical, colorimetric, uHTS; Carboxy-terminal domain RNA polymerase II polypeptide A small phosphatase 1 (Homo …; Recombinant Scp1, phosphopeptide, malachite green phosphate absorbance; inhibition, % at 20 µM; 340,000 tested, 0.88% active;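 active = inhibition above about 50% at 20 µM, limit read from the data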;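 note: plate controls were DMSO wells with enzyme for no effect and wells lacking enzyme for full effect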
Target sequence (Q9GZU7 76-261 limits assumed): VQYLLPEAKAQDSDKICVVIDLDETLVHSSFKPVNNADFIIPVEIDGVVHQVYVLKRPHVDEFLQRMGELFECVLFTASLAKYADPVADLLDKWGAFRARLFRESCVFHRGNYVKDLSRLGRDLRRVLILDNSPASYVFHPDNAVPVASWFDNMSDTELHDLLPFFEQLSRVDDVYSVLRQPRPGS
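System: SCP-1 catalytic domain; Reagent: Phospho 17-mer peptide substrate; Doses: one concentration, 20 µM, with 1.0% DMSO; Incubation: 45 min room-temperature reaction, 5 min colour, 30 min stabiliser; Signal: Phosphate-binding colour reagent, absorbance read at 630 nm.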
DNMT1 block: human DNMT1 methyltransferase inhibitors, primary screen, biochemical, molecular beacon, fluorescence, HinP1I cleavage, uHTS; inhibition (reported as % activation of signal), % at 10 µM; 360,000 tested, 0.83% active; AID 588458, 2011; in the data active = inhibition above about 50%
The depositor's hits bear a star; i = inactive; / = not tested or not shown; + = active, no number. This is a random part of the collection; about 3.8% have a hit in one of these screens.

1) CCNC(=O)NC(=O)COC(=O)c1cccc(NS(=O)(=O)/C=C/c2ccccc2)c1
2) CCCCCC(=O)N1C[C@@H](O)[C@H](n2cc(C3CC3)nn2)C[C@@H]1c1ccccc1
3) CCOC(=O)CNc1nc(C#N)nc(N2CCOCC2)n1
4) O=C(CN1CCc2ccccc21)NC(=O)NCc1ccccc1
5) CCC(=O)c1c(NC(C)C)cc(C)oc1=O
6) CCc1sc(C(=O)Nc2ccsc2C(=O)OC)cc1Br
screen / no.	1	2	3	4	5	6
LMPTP block	0.0	-1.5	-0.7	0.9	-2.0	0.1
Neddyl block	i	i	i	i	i	i
Rpn11 block	i	i	i	i	i	i
CSN inh	-8	2	0	-4	7	2
Rin1 Abl inh	-5	-1	0	0	-4	2
SUMO1-SIM PPI	6	0	0	1	3	2
STEP block	0	-1	0	-1	0	-4
NadD block	-1	1	-4	7	-16	-5
Scp-1 inhibitor	-4	/	-2	-5	0	-3
DNMT1 block	4	6	3	-3	2	-4

7) COc1cccc(CCC2C(=O)CCCC2=O)c1
8) Cc1ccccc1Nc1cc2ccccc2c(=O)[nH]1
9) CC(=O)c1ccc(OCC(=O)NC2CCCN(Cc3ccccc3F)C2)cc1 (stereo not given)
10) Oc1ccc(-c2cnns2)c(O)c1
11) CCN(CC)C(=O)CN(c1ccc(C)cc1)S(=O)(=O)c1ccc(SC)cc1
12) CCN(C(=O)COC(=O)c1ccco1)c1cccc2ccccc12
screen / no.	7	8	9	10	11	12
LMPTP block	-1.5	9.2	-0.7	-0.3	-0.7	-0.5
Neddyl block	i	i	i	i	i	i
Rpn11 block	i	i	i	i	i	i
CSN inh	0	29	-1	-7	5	2
Rin1 Abl inh	-1	16*	5	-2	2	4
SUMO1-SIM PPI	1	21	1	-2	6	3
STEP block	0	8	0	0	2	-3
NadD block	-4	-1	-5	-1	-5	-3
Scp-1 inhibitor	0	-7	-4	-4	4	-4
DNMT1 block	2	84*	-2	5	-1	1

13) O=C(CSc1ccc(-c2ccccc2)nn1)NC1CCCCC1
14) COc1cc2c(-c3cc(F)cc(F)c3)c(-c3ccsc3)oc(=O)c2cc1OC
15) CCc1ccc(N(C(=O)c2snc(C(N)=O)c2N)C(C(=O)NCC2CCCO2)c2ccco2)cc1 (stereo not given)
16) O=C(CC1C(=O)N(c2ccccc2)C(=S)N1c1ccccc1)c1ccccc1 (stereo not given)
17) CCc1nc2nc(C)cc(C)n2c1Nc1ccc(OC)cc1
18) CCC(C)NC(=S)N1CCN(C(c2ccccc2)c2ccccc2)CC1 (stereo not given)
screen / no.	13	14	15	16	17	18
LMPTP block	-1.3	2.7	-0.5	1.0	-0.7	0.7
Neddyl block	i	i	i	i	i	i
Rpn11 block	i	i	i	i	/	i
CSN inh	-3	0	1	2	1	-18
Rin1 Abl inh	1	1	-2	7	/	0
SUMO1-SIM PPI	-1	2	-9	-5	0	1
STEP block	-2	1	-1	1	/	1
NadD block	0	-8	-2	5	0	-2
Scp-1 inhibitor	-2	8	-3	5	/	-5
DNMT1 block	2	45	-2	-3	/	2

19) O=C(Cn1c(C(=O)NCC2CCCO2)cc2sccc21)c1ccccc1 (stereo not given)
20) CC(C)N1CCN(Cc2ccncc2)CC1CCO (stereo not given)
21) COCCCNC(=S)NNC(=S)NCCCOC
22) CC1(OC(=O)C2CCCC2)C(=O)C=C2C=C(c3ccc(C#N)cc3)OC=C2C1=O (stereo not given)
23) Cc1ccc(Nc2nnc(SCC(=O)Nc3cccnc3Cl)s2)cc1C
24) COC(=O)C1=C(C)N(Cc2ccccc2)C(=NCc2ccccc2)N[C@H]1c1cccc(C(F)(F)F)c1
screen / no.	19	20	21	22	23	24
LMPTP block	0.2	-1.9	-2.9	6.3	-0.9	-2.0
Neddyl block	i	i	i	i	i	i
Rpn11 block	i	i	i	i	i	i
CSN inh	-3	-2	-2	30	-4	2
Rin1 Abl inh	-4	3	4	5	0	2
SUMO1-SIM PPI	0	1	-2	33	5	-28
STEP block	2	-4	-2	3	-5	0
NadD block	5	-1	3	52*	1	4
Scp-1 inhibitor	-13	-3	3	2	3	9
DNMT1 block	2	-5	-2	43	1	0

25) CC(C)=CC(=O)Nc1cccc(S(=O)(=O)NC2=NCCCCC2)c1
26) O=C(COc1ccc(/C=C\[N+](=O)[O-])cc1)N1CCOCC1
27) CC(=O)N(c1ccc2oc(=O)sc2c1)S(=O)(=O)c1ccc(C)cc1
28) N/C(CN1CCCC1=O)=N\O
29) CSc1sc(C(=O)O)c2c1C(=O)CC(C)(C)C2
30) O=C(NCCO)c1cc2c([nH]c3ccccc32)c(-c2ccccc2)n1
screen / no.	25	26	27	28	29	30
LMPTP block	-1.5	0.0	-0.4	-0.6	-1.4	1.2
Neddyl block	i	i	i	i	i	/
Rpn11 block	i	i	i	i	i	i
CSN inh	2	1	0	-2	4	10
Rin1 Abl inh	2	2	1	-6	1	3
SUMO1-SIM PPI	6	3	-1	-1	-12	1
STEP block	-3	-2	-1	-8	3	0
NadD block	-3	-6	-4	1	-7	1
Scp-1 inhibitor	-6	-4	-12	-4	-8	-3
DNMT1 block	5	-6	2	-2	2	7

31) O=C(Nc1ccc(F)cc1)c1cn(-c2ccccc2)nc1-c1ccncc1
32) Cc1ccc(NC(=O)[C@H](NC(=O)[C@@H]2Cc3ccccc3CN2)c2ccccc2)cc1
33) O=C(COc1ccccc1)Nc1cccc(-c2cn3cccnc3n2)c1
34) COC(=O)c1ccc(C#Cc2ccccc2)o1
35) CCOc1cc2c(cc1OCC)C(C(=O)O)C(c1cc(OC)c(OC)c(OC)c1)N(C)C2=O (stereo not given)
36) CCCCOc1ccccc1Cn1c(=O)oc2ccccc21
screen / no.	31	32	33	34	35	36
LMPTP block	1.6	-1.5	6.2	1.0	-0.3	3.8
Neddyl block	i	i	/	+	i	i
Rpn11 block	i	i	i	i	i	i
CSN inh	-5	-4	2	1	-2	3
Rin1 Abl inh	-4	2	3	-2	2	0
SUMO1-SIM PPI	1	1	-18	-14	-4	1
STEP block	-2	-1	1	1	3	4
NadD block	0	3	-5	-5	8	0
Scp-1 inhibitor	5	0	-2	-11	1	-8
DNMT1 block	2	-12	-2	-1	5	0

37) Cc1ccc2cc(C)c(SCC(=O)Nc3cc(C)on3)nc2c1
38) Cc1cc(C)n(-c2ncnc3sc(C)c(C)c23)n1
39) COc1ccc(NC(=O)Cn2nc(C)c([N+](=O)[O-])c2C)cn1
40) COc1ccc(CNC(=O)C(c2ccncc2)N(C(=O)Cc2cccs2)c2cccc(C)c2)cc1 (stereo not given)
41) CCCCN(C(=O)NC(=O)Nc1ccccc1C)S(C)(=O)=O
42) COc1cc(/C=N/NC(=O)c2c(-c3ccccc3)noc2C)cc(OC)c1OC
screen / no.	37	38	39	40	41	42
LMPTP block	-0.5	0.1	-1.8	-0.5	-0.4	0.6
Neddyl block	i	/	i	i	i	i
Rpn11 block	i	i	i	i	i	i
CSN inh	-1	4	-4	4	4	0
Rin1 Abl inh	-3	1	2	1	2	-1
SUMO1-SIM PPI	7	-1	4	1	2	-7
STEP block	0	-13	-2	-2	0	-1
NadD block	-8	-4	-8	5	0	-2
Scp-1 inhibitor	-10	-2	-5	-3	-8	-9
DNMT1 block	2	0	-13	-6	2	0

43) CCN(CC)c1ncnc2scc(C3COc4ccccc4O3)c12 (stereo not given)
44) O=S(=O)(Cc1ccccc1)c1ccccc1-c1nnc(-c2ccccc2)o1
45) COc1ccc(CCN2C(=O)CCC3=C2CCCC3=O)cc1OC
46) COc1ccccc1NC(=O)Nc1ncccc1C
47) Cc1ccc(-c2nc3c(=O)n(C)c4ccccc4c3o2)cc1
48) Cc1cc(C)c(NC(=O)CS(=O)CC(=O)N2CCN(c3ccc(F)cc3)CC2)c(C)c1 (stereo not given)
screen / no.	43	44	45	46	47	48
LMPTP block	1.6	1.5	-1.0	-0.3	11	-0.4
Neddyl block	i	i	i	i	/	i
Rpn11 block	i	i	i	i	i	i
CSN inh	6	9	0	-4	2	2
Rin1 Abl inh	0	-3	4	0	0	-2
SUMO1-SIM PPI	2	1	-2	-3	4	2
STEP block	0	-1	0	2	4	0
NadD block	-6	-16	5	11	12	-1
Scp-1 inhibitor	8	-14	/	-11	23	17
DNMT1 block	-4	0	-1	0	16	0

6 neighbouring compounds already listed, for reference:
43) CCN(CC)c1ncnc2scc(C3COc4ccccc4O3)c12 (stereo not given)
44) O=S(=O)(Cc1ccccc1)c1ccccc1-c1nnc(-c2ccccc2)o1
45) COc1ccc(CCN2C(=O)CCC3=C2CCCC3=O)cc1OC
46) COc1ccccc1NC(=O)Nc1ncccc1C
47) Cc1ccc(-c2nc3c(=O)n(C)c4ccccc4c3o2)cc1
48) Cc1cc(C)c(NC(=O)CS(=O)CC(=O)N2CCN(c3ccc(F)cc3)CC2)c(C)c1 (stereo not given)
screen / no.	43	44	45	46	47	48
LMPTP block	1.6	1.5	-1.0	-0.3	11	-0.4
Neddyl block	i	i	i	i	/	i
Rpn11 block	i	i	i	i	i	i
CSN inh	6	9	0	-4	2	2
Rin1 Abl inh	0	-3	4	0	0	-2
SUMO1-SIM PPI	2	1	-2	-3	4	2
STEP block	0	-1	0	2	4	0
NadD block	-6	-16	5	11	12	-1
Scp-1 inhibitor	8	-14	/	-11	23	17
DNMT1 block	-4	0	-1	0	16	0

(list continues)
49) CCNS(=O)(=O)c1cc(Br)ccc1OC
50) NS(=O)(=O)c1ccc(CNC(=O)C2CCCN2C(=O)c2cccs2)cc1 (stereo not given)
51) O=C(NC1CCS(=O)(=O)C1)N1CCCCC1 (stereo not given)
52) CC(CCc1ccccc1)NC(=O)CNc1cccc([N+](=O)[O-])c1 (stereo not given)
screen / no.	49	50	51	52
LMPTP block	0.1	0.6	-0.2	0.8
Neddyl block	i	i	i	i
Rpn11 block	i	i	i	i
CSN inh	-4	-1	5	-4
Rin1 Abl inh	-2	2	0	-3
SUMO1-SIM PPI	1	20	-1	-32
STEP block	0	-4	-7	1
NadD block	-10	1	6	-5
Scp-1 inhibitor	-13	2	-1	-9
DNMT1 block	-2	0	0	-1

Looked up above.
Under STEP block, entry 49 has 0
Under CSN inh, entry 50 has -1
